# M5 antag: CHRM5 antagonism in calcium assay. P08912. CHO-hM5 cells, Fluo-8 calcium fluorescence, ACh EC80. inhibition, % at 3 µM. 360,000 tested, 0.59% active. AID 624040;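 active = inhibition above a per-plate cutoff, the mean of that plate's test compounds plus 3 SD, cut at about 27% in these data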;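 also: 0% = acetylcholine EC80 with DMSO and 100% = DMSO without agonist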
# Target sequence (P08912 whole entry, looked up): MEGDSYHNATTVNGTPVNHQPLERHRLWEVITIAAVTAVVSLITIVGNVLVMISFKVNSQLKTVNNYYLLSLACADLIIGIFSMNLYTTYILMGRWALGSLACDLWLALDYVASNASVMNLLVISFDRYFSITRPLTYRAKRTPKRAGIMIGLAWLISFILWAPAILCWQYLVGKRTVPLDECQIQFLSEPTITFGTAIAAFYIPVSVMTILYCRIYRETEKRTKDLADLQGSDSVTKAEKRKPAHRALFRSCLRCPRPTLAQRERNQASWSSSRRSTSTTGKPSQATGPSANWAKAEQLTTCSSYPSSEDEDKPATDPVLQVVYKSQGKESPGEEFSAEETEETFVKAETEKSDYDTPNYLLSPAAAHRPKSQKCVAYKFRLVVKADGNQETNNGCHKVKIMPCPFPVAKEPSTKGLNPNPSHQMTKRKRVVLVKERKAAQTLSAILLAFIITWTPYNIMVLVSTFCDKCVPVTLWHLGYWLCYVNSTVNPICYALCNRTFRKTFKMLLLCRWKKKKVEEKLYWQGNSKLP
# M5 PAM: positive allosteric modulators of human muscarinic M5 receptor; P08912; CHO-K1 hM5, Fluo-8 calcium, ACh EC20 PAM; 0% = ACh EC20, 100% = ACh EC100; activation, % at 3 µM; 360,000 tested, 0.3% active; AID 624038;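 active = activation above the run cutoff, the mean activation of all test compounds plus 3 SD, cut at about 18% in these data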
#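 System: CHO-K1 cell line with stable human muscarinic M5 receptor expression | Also added: EC20 acetylcholine as agonist stimulus | Compound: One concentration, 3 µM final (nominal) | Timing: Fluo-8 loading 80 min at 37 °C plus 30 min room temperature | Measured by: Fluo-8 calcium dye fluorescence, kinetic read | Read-out basis: % activation, ACh-normalized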
# M1 PAM parental: counter-screen for M1 PAMs: effect in parental CHO-K1 cells. AID 602247. ATP EC20, Fluo-8 calcium fluorescence; 0% at ATP EC20, 100% at ATP max. 360,000 tested, 0.02% active. activation, % at 3 µM;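 active = activation above the run cutoff, the mean activation of all test compounds plus 3 SD, cut at about 40% in these data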;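 also: peak over basal fluorescence ratio in a 140 s read after ATP addition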
# CHRM4 PAM: potentiates acetylcholine response at human M4 receptor; 360,000 tested, 0.4% active; activation, % at 3 µM; P08173; CHO-K1 hM4/Gqi5, Fluo-8 calcium fluorescence, ACh EC20; 0% = ACh EC20, 100% = maximal ACh;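 active = activation above its plate's cutoff, the mean activation of sample wells plus 3 SD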; also: some results filed as inactive read as strong as hits
# Target sequence (P08173 whole entry, looked up): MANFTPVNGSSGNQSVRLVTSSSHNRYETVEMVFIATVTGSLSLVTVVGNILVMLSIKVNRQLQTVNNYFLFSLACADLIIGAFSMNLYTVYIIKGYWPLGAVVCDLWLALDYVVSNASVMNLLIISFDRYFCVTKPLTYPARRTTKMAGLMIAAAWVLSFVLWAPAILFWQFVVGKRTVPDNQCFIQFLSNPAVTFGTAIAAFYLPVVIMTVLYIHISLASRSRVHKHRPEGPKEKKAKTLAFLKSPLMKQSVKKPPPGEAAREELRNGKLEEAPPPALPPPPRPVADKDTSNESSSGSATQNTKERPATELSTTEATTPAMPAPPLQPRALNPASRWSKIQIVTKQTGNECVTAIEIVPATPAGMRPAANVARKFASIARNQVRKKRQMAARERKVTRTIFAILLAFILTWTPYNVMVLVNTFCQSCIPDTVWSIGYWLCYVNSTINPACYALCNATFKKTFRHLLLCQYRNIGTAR
# CHRM5 agonist: agonists of human muscarinic M5 receptor (CHRM5). P08912. CHO-K1 hM5 cells, Fluo-8 calcium fluorescence; 0% DMSO wells, 100% maximal acetylcholine response. activation, % at 3 µM. 360,000 tested, 0.19% active;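 active = activation above the run's mean over test compounds plus 3 SD, cut at about 23% in these data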;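 also: signal is peak over basal fluorescence ratio across the kinetic read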
# CHO-K1 Ca antag: nonselective inhibitor or artifact in parental CHO-K1 cells. inhibition, % at 3 µM. ATP-induced calcium, Fluo-8 fluorescence. AID 602250. 360,000 tested, 0.6% active;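 active = inhibition above a per-plate cutoff, the plate's mean sample inhibition plus 3 SD, cut at about 24% in these data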;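 also: 0% = DMSO plus EC80 ATP and 100% = DMSO alone without ATP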
# M1 ag parental: M1 agonist counterscreen hit in parental CHO-K1 cells | 360,000 tested, 0.48% active | AID 602248 | Fluo-8 calcium fluorescence; scaled to maximal ATP response, vehicle zero | activation, % at 3 µM; in the data active = activation above about 15%;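 also: untransfected CHO-K1 host cells lacking M1 receptor as counterscreen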
# M4 ag: CHRM4 agonism in calcium assay | CHO-K1 hM4/Gqi5, Fluo-8 calcium fluorescence; vehicle 0%, full acetylcholine response 100% | activation, % at 3 µM | 360,000 tested, 0.14% active | AID 624127;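 active = activation above the run mean over all test wells plus 3 SD, cut at about 32% in these data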;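 also: peak over basal fluorescence ratio per well then scaled between controls; 0% = DMSO wells and 100% = acetylcholine at EC100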
# CHRM4 antagonist: antagonists of human muscarinic M4 receptor (CHRM4) | 360,000 tested, 0.73% active | inhibition, % at 3 µM | CHO-hM4 cells, ACh EC80, Fluo-8 calcium fluorescence | AID 624125 | P08173;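 active = inhibition above its plate's cutoff, the mean inhibition of sample wells plus 3 SD, cut at about 27% in these data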;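 also: 0% = acetylcholine EC80 with DMSO and 100% = DMSO without agonist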
# * marks the source's active call; other numbers are inactive results; · = no result given. Compounds were not picked by outcome. Share with any hit: about 2.7%.
SMILES,M5 antag,M5 PAM,M1 PAM parental,CHRM4 PAM,CHRM5 agonist,CHO-K1 Ca antag,M1 ag parental,M4 ag,CHRM4 antagonist
CCOC(=O)c1cc2sc(C)cc2n1C(C)C(=O)OCC (centres undefined),-3,-10,8,-3,-7,-19,-0.3,-1,-4
CCC[N+](CC#Cc1ccccc1)(CCC)CC(=O)OC,-1,2,20,3,-1,-4,-0.2,1,6
COc1ccccc1CNC(=O)c1cc(-c2cccnc2)nc2ccccc12,17,-18,7,-3,2,2,4.6,14,3
O=c1c2ccccc2nc2n1C(CSCc1cccc(C(F)(F)F)c1)CS2 (centres undefined),0,0,11,-1,-2,-3,1.3,3,6
Cc1nc(NC(=O)/C=C/c2ccccc2)sc1C(=O)NCCO,-1,3,-11,10,0,-16,0.8,2,-12
Cc1ccccc1NC(=O)c1ccc2snnc2c1,-8,5,9,1,-2,-9,0.4,2,-5
CCOC(=O)c1ccc(N=CC2=C(O)CC(C)(C)CC2=O)cc1,6,-10,5,-6,-1,-1,1.9,3,12
CCCCN(Cc1ccco1)C(=O)Cn1ncc2c(=O)oc3ccc(C)cc3c21,-3,4,17,3,1,-1,0.4,0,1
CC(C)CNC(=O)c1cccc(NC(=O)c2ccc3c(c2)C(=O)N(C)C3=O)c1,13,-8,11,-2,1,-3,1.2,2,-1
Cc1nnc(SCC(=O)c2c[nH]c3ccccc23)n1C1CC1,-3,0,-1,7,0,-1,-1.1,-1,-5
NC(=O)c1ccccc1NC(=O)CS(=O)(=O)Cc1ccccc1,-6,2,13,9,-1,-8,-0.2,3,-14
COc1cccc(Nc2ncnc3ccc(Br)cc23)c1,2,-4,-12,-3,-2,1,0.3,1,2
C=CCn1c(SC)nc2sc3c(c2c1=O)CCc1ccccc1-3,-8,0,-2,-1,-3,-5,-0.3,-1,-6
CC(=O)Oc1ccc(C(=O)Nn2cnnc2)cc1,-1,-1,10,1,-1,0,0.1,0,0
O=C1CC(N2CCN(S(=O)(=O)c3ccccc3F)CC2)C(=O)N1c1ccccc1F (centres undefined),4,-2,-2,0,4,-14,0.6,2,-1
CCOC(=O)CCCNC(=O)CN1C(=O)NC(CCc2ccccc2)C1=O (centres undefined),-1,-3,11,12,-3,-6,-0.3,1,-6
C=CCOC(=O)C1=C(C)NC(=O)NC1c1ccc(N(C)C)cc1 (centres undefined),-3,-2,2,2,-3,0,0.2,1,-6
O=C(NC1CC1)c1cccc(Nc2ccc(-c3ccc4c(c3)OCCO4)nn2)c1,14,-21,5,-17,5,-3,7.1,16,4
CN(C)c1ccc(CNC(=O)C2(C)Cc3c(-c4ccc5c(c4)OCO5)ccnc3O2)cc1 (centres undefined),-1,1,-1,4,-1,-9,-0.4,0,1
COc1cc2c(cc1OC)CN(C(=S)Nc1ccc(Cl)cc1)CC2,-1,3,3,3,7,11,5.1,9,17
O=C(NCCO)c1ccc2nc(-c3ccco3)c(-c3ccco3)nc2c1,-1,5,11,7,-4,-1,-0.1,0,2
Cn1ncc(Cl)c1C(=O)Nc1ccc2c(c1)OCO2,2,2,6,9,-3,-7,1.7,0,-3
Cn1c(=O)[nH]c(=O)c2c1nc(NCCCn1ccnc1)n2Cc1cccc(Br)c1,-5,3,12,-6,-11,-6,-0.2,0,-5
O=C(Nc1cc(C(F)(F)F)cc(C(F)(F)F)c1)[C@H]1O[C@@H](n2ccc(=O)[nH]c2=O)[C@H](O)[C@@H]1O,1,3,4,1,2,-10,0.3,1,-10
CC(=O)NC(CC(=O)N(C)Cc1c(F)cccc1Cl)c1ccccc1 (centres undefined),10,0,22,8,-2,-17,0.8,3,-9
CCCn1c(SCC(=O)NC2CCCc3ccccc32)n[nH]c1=O (centres undefined),-7,-1,6,-10,-4,-2,11,2,10
CC(C)(C)N(CC#CCC(O)(c1ccccc1)c1ccccc1)CCO,8,6,16,-14,-17,-11,1.4,1,-4
Cn1c(-c2ccccc2)cnc1SCC(=O)N1CCCCC1,4,-2,18,4,-12,-9,0.3,0,2
O=C(NCC(O)c1ccc([N+](=O)[O-])cc1)Nc1ccccc1 (centres undefined),2,-10,14,5,-5,-10,-0.1,1,-15
O=C(NCCc1ccccc1)c1ccccc1NC(=O)C1CCCO1 (centres undefined),-10,7,1,-2,-1,3,1.0,1,5
CC(C)C[C@@H](CN1CCC[C@@H]1CN1C(=O)C(=O)NC[C@@H]1Cc1ccccc1)N1C[C@H](Cc2ccc(O)cc2)N(CCc2ccccc2)C(=O)C1=O,-1,1,-14,-3,0,6,0.2,-1,-2
COc1ccc(OC)c(NC(=O)CS(=O)(=O)Cc2ccccc2)c1,-3,3,12,4,0,-4,0.9,1,-2
COC(CC(=O)NNC(=S)Nc1ccccc1)OC,-5,2,12,3,0,-1,0.6,1,-1
Nc1nnc(SCc2cc3c(cc2Cl)OCO3)s1,2,-3,8,-3,-2,3,0.1,1,1
O=C(COC(=O)CNS(=O)(=O)c1ccc2ccccc2c1)Nc1ccc2c(c1)OCO2,-8,8,23,8,-2,-3,2.3,5,1
O=P(CCc1ccccc1)(c1ccccc1)c1ccccc1,-1,-3,-2,-4,4,-6,-0.2,3,-11
Cc1noc(C)c1C(=O)NCc1cccs1,0,3,23,1,-1,-12,0.5,0,5
CC(=O)NNc1cc(C)nc(N)n1,7,1,15,5,-1,-8,0.5,0,-5
CCN(C#N)c1nc(NC(C)C)nc(NC(C)(C)C)n1,3,8,16,0,12,7,0.1,1,6
Cc1ccc2nc(NC(=O)CN3C(=O)NC4(CCCCC4)C3=O)sc2c1,6,-5,-11,-2,3,-4,0.6,3,-1
CN(C)CCSc1nnc(-c2ccccc2)o1,5,0,5,-4,-1,2,-0.1,1,9
O=C(CCC(=O)Nc1ccc(Oc2ccccc2)cc1)NCCO,-1,10,0,-4,-1,11,0.0,0,5
O=C(COC(=O)/C=C/c1ccc(OC(F)F)cc1)NC1CCCC1,2,-3,10,3,3,-21,4.0,1,-1
Cc1cc(C)c(N2C(=O)CCCC2=O)c(Cl)c1,-5,4,21,3,7,-13,1.1,1,1
Cc1ccc(N2CCN(CC3CC=CCC3)CC2)cc1 (centres undefined),4,-3,6,-4,-6,-16,0.8,1,-7
CCOC1=C2[C@@H](CN(S(=O)(=O)c3ccccc3C)[C@H]2c2ccc(Cl)cc2)[C@H]2C(=O)N(C3CCCCC3)C(=O)[C@H]2C1,-7,6,·,6,1,·,·,2,-26
N#Cc1c(NC(=O)c2ccccc2)sc2c1CCCCC2,8,-1,8,-8,1,5,-0.1,-1,-3
COc1ccccc1-c1nnc(NC(=O)C(C)Sc2nncn2C)s1 (centres undefined),11,-11,0,-6,-1,0,1.7,5,-10
CCOc1ccc2nc(NC(=O)c3ccco3)sc2c1,3,2,-16,4,14,2,0.5,2,1
CCOC(=O)C1CCN(C(=S)Nc2ccc(C)cc2)CC1,4,9,17,7,6,-19,0.8,1,-15

# In the list so far, these contain an aryl methoxy group:
SMILES,M5 antag,M5 PAM,M1 PAM parental,CHRM4 PAM,CHRM5 agonist,CHO-K1 Ca antag,M1 ag parental,M4 ag,CHRM4 antagonist
COc1ccccc1CNC(=O)c1cc(-c2cccnc2)nc2ccccc12,17,-18,7,-3,2,2,4.6,14,3
COc1cccc(Nc2ncnc3ccc(Br)cc23)c1,2,-4,-12,-3,-2,1,0.3,1,2
COc1cc2c(cc1OC)CN(C(=S)Nc1ccc(Cl)cc1)CC2,-1,3,3,3,7,11,5.1,9,17
COc1ccc(OC)c(NC(=O)CS(=O)(=O)Cc2ccccc2)c1,-3,3,12,4,0,-4,0.9,1,-2
COc1ccccc1-c1nnc(NC(=O)C(C)Sc2nncn2C)s1 (centres undefined),11,-11,0,-6,-1,0,1.7,5,-10

# Later entries.
SMILES,M5 antag,M5 PAM,M1 PAM parental,CHRM4 PAM,CHRM5 agonist,CHO-K1 Ca antag,M1 ag parental,M4 ag,CHRM4 antagonist
COc1cc(OC)cc(C(=O)N[C@H](C(=O)OCC(N)=O)C(C)C)c1,0,1,18,0,0,-5,0.7,0,7
CCc1ccc(NC(=O)COc2ccc(Br)cn2)cc1,-2,2,18,0,-1,-15,0.4,0,0
CS(=O)(=O)N1CCN(c2ccc(C(=O)N3CCOCC3)cc2[N+](=O)[O-])CC1,-5,-1,-1,0,-3,-6,0.2,1,8
CC(C)NC(=O)CSc1ccccc1C(=O)N1CCN(S(=O)(=O)Cc2ccccc2)CC1,12,-9,10,2,-1,-4,2.7,3,2
CCc1nc(SCC(=O)Nc2ccc(F)cc2F)c2c(=O)n(C)c(=O)n(C)c2n1,14,-2,-16,0,-4,10,0.6,1,12
O=C(CSc1nnc(Nc2ccccc2)s1)Nc1cccnc1Cl,8,-7,-8,25,2,4,0.6,2,20
Cc1ncc(S(=O)(=O)c2ccccc2)c(-c2ccccc2Cl)n1,3,-6,3,3,-2,0,0.4,1,-7
O=C(CCS(=O)(=O)c1ccc(Br)cc1)Nc1ccccc1Cl,4,-2,-11,-2,-3,-1,0.5,1,0
C[C@H](CO)N1C[C@H](C)[C@@H](CN(C)C(=O)Nc2ccccc2)Oc2c(cccc2N(C)C)C1=O,-14,6,14,14,1,-3,0.7,1,-19
O=C(c1ccc2c(c1)OCO2)N1CCN(c2cccc(C(F)(F)F)c2)CC1,6,2,18,-1,2,-17,4.6,6,-5
CSc1ccc(/C=N/n2c(C)nc3ccccc3c2=O)cc1,-4,5,7,-3,-1,-20,0.7,1,5
COc1cc(/C=N/NC(=O)c2nonc2N)cc(OC)c1OC,-12,-2,8,2,3,-8,0.7,1,0
CCO[C@H]1OC(C(=O)N2CCN(Cc3ccc4c(c3)OCO4)CC2)=C[C@@H](c2csc3ccccc23)[C@@H]1CCCO,11,-10,8,-2,0,-4,2.4,8,3
O=C(Nc1cccc([N+](=O)[O-])c1)c1ccc(CSc2ccccc2)cc1,-9,0,15,-4,-2,-4,0.3,0,-2
Cc1cc(C)cc(NC(=O)c2cccnc2)c1,18,-3,7,-5,-1,4,0.1,1,7
Cc1ccc(NC(=S)N2CCCC(O)C2)cc1 (centres undefined),-4,8,-6,2,-2,-8,-0.5,2,1
CCOc1ccccc1NC(=S)N1CCCc2ccccc21,5,0,8,-3,1,-12,1.6,1,-3
O=C(Cn1cnc2c(nnn2Cc2ccccc2)c1=O)N1CCCc2ccccc21,5,-7,2,-1,0,-4,0.4,0,6
CN(CC(=O)Nc1ccc(S(=O)(=O)N2CCCC2)cc1)Cc1ccc(Cl)c(Cl)c1,6,-9,9,-17,-3,0,2.6,4,4
O=C(NCCc1ccccc1)c1ccccc1C(F)(F)F,14,-5,-24,-2,-1,23,0.2,0,3
Cc1cc(C(=O)COC(=O)C2CCN(C(=O)c3ccc(Cl)cc3)CC2)c(C)n1CC1CCCO1 (centres undefined),3,2,9,-7,2,4,4.2,6,0
COc1ccccc1C/C(N)=N/OC(=O)COc1ccccc1C,-7,-2,6,4,-1,-2,-0.2,0,-1
CN(/N=C/c1cc(Br)cc(Br)c1O)c1ccccc1,4,-1,3,-3,-4,6,0.3,0,4
CCN(C(=O)COC(=O)c1ccccc1O)c1cccc2ccccc12,13,-1,14,-1,-7,-12,0.6,1,3

# Bioassay records from PubChem BioAssay.
